M. tuberculosis GlmU: inhibition of mycobacterial GlmU enzyme – biochemical, glucosamine-1-phosphate acetyltransferase (AID 1376) | Bifunctional protein GlmU (Mycobacterium tuberculosis (strain ATCC 25618 / H37Rv)) | M. tuberculosis GlmU acetyltransferase enzyme assay; higher % means a stronger effect | inhibition, %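 (tested at 30 µM in the primary screen)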, or IC50 in µM where a hit was titrated | 220,000 compounds, 0.25% hits; in the data active = inhibition above about 13%;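 also: 0% = complete reaction with vehicle and 100% = reaction without substrate; strong numbers were not always called active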
RmlCD inh 1536: M. tuberculosis RmlC/RmlD coupled enzyme inhibitors, primary screen, biochemical, compound mixtures, 384-well, from 1536-well plates; RmlC+RmlD coupled enzyme assay, percent inhibition; primary screen in compound mixtures; AID 1533, 2009; 160,000 compounds, 0.03% hits; dTDP-4-dehydrorhamnose reductase (Mycobacterium tuberculosis (strain ATCC 25618 / H37Rv)) …; inhibition, % at 3.6 µM; in the data active = inhibition mostly above about 34%, no sharp cut-off; also: some results filed as inactive read as strong as hits
Target sequence (P9WH09 whole entry, looked up): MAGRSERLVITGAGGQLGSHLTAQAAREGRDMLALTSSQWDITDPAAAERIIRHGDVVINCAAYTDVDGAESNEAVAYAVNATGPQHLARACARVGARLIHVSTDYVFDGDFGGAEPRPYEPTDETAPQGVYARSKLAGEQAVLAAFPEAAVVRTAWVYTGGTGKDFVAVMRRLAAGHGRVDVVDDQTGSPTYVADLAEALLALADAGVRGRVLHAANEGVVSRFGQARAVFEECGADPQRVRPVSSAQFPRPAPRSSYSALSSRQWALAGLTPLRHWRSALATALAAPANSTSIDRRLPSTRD
Target sequence (P9WH11 whole entry, looked up): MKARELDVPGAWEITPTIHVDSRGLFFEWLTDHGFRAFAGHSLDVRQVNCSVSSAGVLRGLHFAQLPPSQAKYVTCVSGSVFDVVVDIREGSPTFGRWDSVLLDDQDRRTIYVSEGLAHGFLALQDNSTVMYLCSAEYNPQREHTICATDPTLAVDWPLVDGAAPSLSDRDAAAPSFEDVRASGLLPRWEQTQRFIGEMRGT
* hit, by the source's call; nt = no result given.

smiles,M. tuberculosis GlmU,RmlCD inh 1536
Cc1ccc(S(=O)(=O)CCC(=O)OCC(=O)NC(N)=O)cc1,nt,18
CC(C)(C)OC(=O)N1CCC(CNC(=O)c2ccc(F)cc2)CC1,3.1%,-3
CCN(CC)C(=O)CCC(=O)Nc1ccc(C(=O)OC)cc1,-0.9%,1
O=C(NC(=S)Nc1cc(Cl)ccc1N1CCOCC1)c1ccc(-c2cccc(Cl)c2)o1,0.5%,-8
Cc1cc(NC(=O)CSCc2nc(-c3cccc(F)c3)oc2C)no1,1.8%,-2
CCOc1ccccc1NC(=O)CN1C(=O)C(=O)N(Cc2ccco2)C1=O,4.8%,1
CN1CCN(CCC2Oc3cc([N+](=O)[O-])ccc3NC2=O)CC1 (centres undefined),-1.5%,nt
Cc1nc2ccccc2c(=O)n1/N=C/c1cn(-c2ccccc2)nc1-c1cccs1,6.9%,nt
O=C(NCc1ccco1)C1CN(S(=O)(=O)c2ccccc2)CCN1S(=O)(=O)c1ccccc1 (centres undefined),2.5%,5
COc1ccc(CCN2CC(C#N)=C3c4cc(OC)c(OC)cc4CCN3C2)cc1OC,-2.9%,-5
COc1ccc(NC(=S)NNC(=O)c2ccc(S(=O)(=O)N3CCOCC3)cc2)cc1,3.3%,nt
O=C1/C(=C/c2ccccn2)SC(=S)N1c1cccc(O)c1,-2.2%,-6
CCCOC(=O)C1[C@H]2C(=O)N(CCCOC)C[C@]23C=C[C@H]1O3 (some centres undefined),-0.1%,nt
CCOc1ccc(-n2c(=O)c3sccc3n(Cc3ccc(C)cc3)c2=O)cc1,-4.8%,-10
COc1cc(C(=O)Nc2ccc(Cl)c(C(F)(F)F)c2)cc(OC)c1OC,0.9%,-37
C=C(C)CN(CC)c1nc(N)c2c(N)nc3c(c2c1C#N)CC(=O)N3C12CC3CC(CC(C3)C1)C2,2.5%,1
Cc1nn(C)cc1C(C(=O)NC1CCCCC1)N(C(=O)Cn1nnc2ccccc21)c1ccc(F)cc1 (centres undefined),0.8%,nt
COc1cccc(-c2csc(NNC(=O)c3cccs3)n2)c1,-1.8%,10
CCC(=O)Nc1ccc2c(c1)ncn2-c1ccccc1,2.6%,29
CCOc1ccc(-c2nnc(-c3ccncc3)o2)cc1OCC,-1.3%,-9
CCCCCCNC(=O)c1c(O)c2cccc3c2n(c1=O)CCC3,-1.0%,nt
Cc1sc(NC(=O)c2ccco2)c(C(c2ccccc2)N2CCC(C)CC2)c1C (centres undefined),3.3%,-6
COc1cc(/C=N/N2CCN(c3ccccc3OC)CC2)ccc1O,-2.4%,-10
CCOC(=O)c1cnc2cc3c(cn2c1=O)CCCC3,nt,21
Cc1cc(Br)c(OCc2ccc(C(=O)N/N=C3\CC(=O)CC(C)(C)C3)cc2)c(Br)c1,-0.5%,nt
CCc1cccc(CC)c1NC(=S)NCc1nc2ccccc2[nH]1,3.9%,6
CCn1c(C)[n+](Cc2ccccc2)c2ccc(C(=O)OC)cc21,-6.1%,-7
CCN(CC)S(=O)(=O)c1ccc(N/N=C/c2ccc(O)cc2)nc1,-3.8%,-1
CCCS(=O)(=O)N1CCN(CC2CC=CCC2)CC1 (centres undefined),2.8%,-10
COc1ccc(S(=O)(=O)N2CCCCC2)cc1NC(=O)c1ccc2c(c1)OCO2,1.8%,-10
O=C(Nc1ccc2c(c1)OCO2)N1CCN(c2ccccc2)CC1,-4.8%,-12
CC1(C)N([O-])c2cc([N+](=O)[O-])ccc2[N+]1=O,1.4%,nt
O=C(O)CC(NC(=O)C1CCCCC1)c1ccc(OC2CCCC2)cc1 (centres undefined),0.6%,-4
Cc1cccnc1NC(=O)c1ccccc1NC(=O)C(C)(C)C,4.6%,nt
COc1ccc(Nc2ccc3c(c2)=NC2(CCCCC2)[N+]=3[O-])cc1,-0.6%,nt
CCCC1(C(=O)OCC)NC(c2cc(OC)c(OC)c(OC)c2)C2C(=O)N(CC)C(=O)C21 (centres undefined),nt,-2
Cc1oc(-c2cccc(Cl)c2)nc1CN1CCC(C(=O)NCC2CCCO2)CC1 (centres undefined),-3.7%,nt
Cc1ccc(C(=O)NCCCc2ccccc2)c(C)c1,-2.0%,11
CC1(C)Cc2c(sc3ncnc(N)c23)CO1,-4.0%,-4
COc1cccc(-c2ccc(SCc3ccccn3)nn2)c1,-3.4%,-2
O=C(CC1Oc2ccccc2NC1=O)NCc1ccccc1 (centres undefined),0.3%,3
COc1ccc(-c2csc(NC(=S)NC(=O)c3cccs3)n2)cc1Br,1.7%,1
CCOC(=O)C(=O)/C(=C\N(C)C)c1onc(-c2c(F)cccc2Cl)c1C(=O)OC,-0.2%,nt
Cc1cc([N+](=O)[O-])nn1CCCC(=O)Nc1cc(Oc2ccc(F)cc2)cc([N+](=O)[O-])c1,1.2%,10
COc1ccc(C2=NOC3(CC(=O)N(c4ccc(F)cc4)C3=O)C2)cc1 (centres undefined),3.2%,-15
COc1cc(C2Oc3ccccc3C=C2[N+](=O)[O-])cc(OC)c1OC (centres undefined),3.0%,-3
N#Cc1nc(Cc2cccc3ccccc23)oc1NCc1ccco1,-3.6%,nt
O=c1oc2ccccc2c(NC(c2ccccc2)c2ccccc2)c1[N+](=O)[O-],5.3%,nt
Cc1cc2cc(CNC(=O)CCC(=O)O)ccc2[nH]1,10%,-3
CCOc1ccccc1/C=N/NC(=O)CNC(=O)COc1ccccc1,0.6%,nt

(list continues)
smiles,M. tuberculosis GlmU,RmlCD inh 1536
CCOC(=O)/C(=C/c1ccc(Cl)cc1)NC(=O)c1ccco1,-1.0%,-1
Cc1cc(C)n(-c2ccc(C(=O)OCC(=O)c3ccc(Br)s3)cc2)n1,4.1%,4
COc1cccc(C2C(C(=O)Nc3nc4ccccc4s3)=C(C)NC3=C2C(=O)CC(C)(C)C3)c1OC (centres undefined),1.2%,-2
O=C(Nc1cccc(NC(=O)c2cccs2)c1)c1cccnc1,-1.4%,-35
CCCCCc1c(C)c(C#N)c2nc3ccccc3n2c1-n1ccnc1C,1.8%,nt
Cc1ccc(S(=O)(=O)N(C)C)cc1-n1c(SCC(=O)Nc2ccc(F)c(F)c2F)nc2ccccc2c1=O,-1.6%,2
COc1ccc(C(C[N+](=O)[O-])c2c(C)[nH]c3ccccc23)cc1OC (centres undefined),-1.2%,-9
CCOc1ccc(N(CC(=O)N/N=C/c2cccnc2)S(C)(=O)=O)cc1,-2.2%,-7
COc1ccccc1NC(=O)Cc1csc(N)n1,3.5%,nt
Cc1ccc(C)c(/C(O)=C2/C(=O)C(=O)N(CCN3CCOCC3)C2c2ccc(C)o2)c1 (centres undefined),3.9%,nt
CCN(c1ccc(OC)cc1)S(=O)(=O)c1ccc2c(c1)CCN2C(=O)CCC(=O)O,5.8%,-12
CC12CC[C@H]3[C@@H](CCC4(O)C[C@H](O)CCC34/C=N/NC(=O)c3ccc(O)cc3)C1(O)CCC2C1=CC(=O)OC1 (some centres undefined),-0.1%,5
COc1ccc(N(CC(=O)Nc2c(C)n(C)n(-c3ccccc3)c2=O)S(=O)(=O)c2ccc(C)cc2)cc1,6.8%,-10
CCN1CCN(c2nc(Nc3ccc(NC(C)=O)cc3)nc(Nc3ccc(NC(C)=O)cc3)n2)CC1,-4.8%,nt
O=[N+]([O-])c1ccc(Sc2cc[n+]([O-])c3ccccc23)c([N+](=O)[O-])c1,-0.6%,-2
O=C(CN1CCN(c2ccccc2)CC1)Nc1ccccc1Sc1ccccc1,-4.2%,0
CCn1c(=O)cc(SCC(=O)NCCCN2CCN(c3ccccc3F)CC2)c2ccccc21,-2.9%,nt
CN(c1ncc(C(F)(F)F)cc1Cl)N1C(=O)c2cccc([N+](=O)[O-])c2C1=O,-2.8%,nt
Cc1ccc(C(=O)N2CCN(c3ccc(NC(=O)COc4ccccc4C)cc3)CC2)cc1,7.3%,33
Cc1ccc(/C(N)=N/OC(=O)CCC2CCCC2)cc1,-4.9%,15
O=C(Cn1nnc2ccccc21)N1CCCCC1,1.8%,nt
Cc1cc(=O)n2c(n1)OC(CO)C2 (centres undefined),7.8%,nt
CCOc1ccc(-n2c(C)nc3cc(C(=O)NCCCN4CCOCC4)ccc32)cc1,-0.8%,nt
Cc1cccc(-n2c(O)c(/C=C/C=Nc3ccccc3)c(=O)[nH]c2=O)c1,5.1%,-1
Cc1nc(C)c(C(=O)NCc2ccc(Cl)cc2)o1,4.2%,-1

Compounds from the list above containing bromine:
smiles,M. tuberculosis GlmU,RmlCD inh 1536
Cc1cc(Br)c(OCc2ccc(C(=O)N/N=C3\CC(=O)CC(C)(C)C3)cc2)c(Br)c1,-0.5%,nt
COc1ccc(-c2csc(NC(=S)NC(=O)c3cccs3)n2)cc1Br,1.7%,1
Cc1cc(C)n(-c2ccc(C(=O)OCC(=O)c3ccc(Br)s3)cc2)n1,4.1%,4

Single records, from the list above. Values in the order: M. tuberculosis GlmU	RmlCD inh 1536
Profile of COc1ccc(C2=NOC3(CC(=O)N(c4ccc(F)cc4)C3=O)C2)cc1 (centres undefined) : 3.2%	-15
Profile of Cc1cccc(-n2c(O)c(/C=C/C=Nc3ccccc3)c(=O)[nH]c2=O)c1 : 5.1%	-1
Profile of O=C1/C(=C/c2ccccn2)SC(=S)N1c1cccc(O)c1 : -2.2%	-6
Profile of CCC(=O)Nc1ccc2c(c1)ncn2-c1ccccc1 : 2.6%	29
Profile of CCOc1ccccc1/C=N/NC(=O)CNC(=O)COc1ccccc1 : 0.6%	nt

(listing goes on)
smiles,M. tuberculosis GlmU,RmlCD inh 1536
COc1ccc(CCn2c(-n3nc(C)cc3C)nc3c2c(=O)[nH]c(=O)n3C)cc1,-2.8%,nt
O=C(c1ccc(F)cc1)C(CCCCCC(CN1CCOCC1)C(=O)c1ccc(F)cc1)CN1CCOCC1 (centres undefined),-7.8%,7
Cc1cc(C)n2c(nc3ccccc32)c1C(=O)NCc1ccccc1,6.3%,-13
Cc1nn(CC(=O)Nc2cccnc2)c(=O)c2ccccc12,-4.2%,-12
N=C(N)n1c(N)nc2ccccc2c1=O,1.5%,13
O=C(CCS(=O)(=O)CCN1CCOCC1)NCNC(=O)CCS(=O)(=O)CCN1CCOCC1,-4.2%,-5
O=c1ccccn1Cc1c(Cl)cccc1Cl,-1.9%,-5
Cc1cc2ccccn2c1C(=O)c1ccc([N+](=O)[O-])o1,4.2%,22
CN(C)N1C(N)=C(C#N)C(c2cccnc2)C2=C1CC(C)(C)CC2=O (centres undefined),3.8%,12
COCCNC(=O)Cn1nc(C)c([N+](=O)[O-])c1C,3.3%,-10
CC(C)COP(=O)(OCC(C)C)C(Nc1ccccc1)c1ccccc1 (centres undefined),3.4%,-4
Cc1ccc2cc(C#N)c(SCC(=O)NNC(=O)Cc3ccccc3)nc2c1,-1.1%,-4
COc1ccc(Cc2nnc(N)s2)cc1OC,1.8%,-11
NC(=O)C(c1ncc(C(F)(F)F)cc1Cl)c1c(Cl)cccc1Cl (centres undefined),1.9%,nt
CSc1nnc(NC(=O)c2cc3ccccc3oc2=O)s1,3.5%,nt
COC(=O)c1c(NC(=O)CSc2nnnn2C)sc(C)c1C,4.1%,16
COc1cc(C(=O)Nc2cccc(-c3nc4cc(C)cc(C)c4o3)c2)cc(OC)c1OC,6.8%,nt
N#Cc1c(/N=C/c2ccccc2)oc(-c2ccccc2)c1-c1ccccc1,-1.9%,nt
CC(C)(C)C(=O)NC1CCN(S(=O)(=O)c2cccc(C(F)(F)F)c2)CC1,-1.9%,nt
N#Cc1c(NC(=O)CCCl)sc2c1CCCCC2,-8.0%,10
CCOCc1nnc(NC(=O)CSCc2ccccc2)s1,1.9%,nt
Cc1cc(-n2c(C)cc(C(=O)CCl)c2C)no1,-4.6%,2
CN(C)[C@@H](CO)c1nnc([C@H](Cc2ccc(O)cc2)NC(=O)C2CCNCC2)o1,-2.0%,nt
CCc1c(C)sc(NC(=O)c2noc(C)c2[N+](=O)[O-])c1C#N,-1.5%,1
CCOc1ccc(-c2nnc(N3CCCCC3)c3ccccc23)cc1,0.0%,10
CC[C@H](C)[C@H](NC(N)=O)C(=O)NCCc1ccc(Cl)cc1Cl,-5.0%,0
O=C(c1cccc(Cl)c1)N1CCN(Cc2ccncc2)CC1,-2.9%,2
Cc1ccc(/C=C/C(=O)OC(C)C(=O)Nc2ccc(Cl)cn2)o1 (centres undefined),3.9%,17
COC(=O)c1ccccc1COn1c(=O)c[n+]([O-])c2ccccc21,0.5%,nt
Nc1nc(Nc2ccccc2Br)nc(C(F)(F)F)n1,0.6%,-7
Cn1c(-c2ccccc2)cnc1NCc1cc2c(cc1[N+](=O)[O-])OCO2,-2.7%,9
CCCCOC(=O)CSC1=C(C#N)C(c2ccccc2OCC)C(C#N)C(=O)N1 (centres undefined),2.5%,nt
CCc1cc(C(=O)Cc2nc3ccccc3[nH]2)c(O)cc1O,-2.6%,nt
CCOc1ccc(OCc2cccc(C(=O)N(CC)CC)c2)cc1,3.5%,-8

Screens (PubChem BioAssay)

Some of the compounds tested; the hit share may differ from the screen's.
